ELG1 genotoxic – qHTS screen for small molecules that induce genotoxicity in human embryonic kidney (HEK293T) cells expressing luciferase-tagged ELG1; AID 504466, 2011; 330,000 compounds, 1.3% hits; HEK293T ELG1-luciferase reporter, luminescence, 16 h; Potency, µM (highest dose often 46 µM), for the others: at the top dose activity change, positive = activation, usual class: activators; note: potency is the fitted concentration of half-maximal effect; % of control where 0% means no effect; nearly all actives have a fitted effect of over 60% in size
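Step 1: seed 2,000 HEK293T ELG1-luciferase cells per well. Step 2: add compound or DMSO, incubate 16 hr at 37 °C. Step 3: ONE-Glo, 30 min at room temperature, read luminescence.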
RORg inh – qHTS for inhibitors of ROR gamma transcriptional activity; Drosophila S2 Gal4-RORgamma UAS-luciferase reporter, 20 h; Potency, µM (doses to about 53.6 µM), without a hit: at the top dose activity change, negative = inhibition, hits mostly inhibitors; AID 2551, 2010; 310,000 compounds, 5.4% hits; Nuclear receptor ROR-gamma (Mus musculus), P51450; note: potency is the fitted concentration of half-maximal effect; % is set by controls: 0 for no effect and ±100 for the full control effect; nearly all actives have a fitted effect of over 60% in size
Target sequence (P51450 whole entry, looked up, the tested form may be a part): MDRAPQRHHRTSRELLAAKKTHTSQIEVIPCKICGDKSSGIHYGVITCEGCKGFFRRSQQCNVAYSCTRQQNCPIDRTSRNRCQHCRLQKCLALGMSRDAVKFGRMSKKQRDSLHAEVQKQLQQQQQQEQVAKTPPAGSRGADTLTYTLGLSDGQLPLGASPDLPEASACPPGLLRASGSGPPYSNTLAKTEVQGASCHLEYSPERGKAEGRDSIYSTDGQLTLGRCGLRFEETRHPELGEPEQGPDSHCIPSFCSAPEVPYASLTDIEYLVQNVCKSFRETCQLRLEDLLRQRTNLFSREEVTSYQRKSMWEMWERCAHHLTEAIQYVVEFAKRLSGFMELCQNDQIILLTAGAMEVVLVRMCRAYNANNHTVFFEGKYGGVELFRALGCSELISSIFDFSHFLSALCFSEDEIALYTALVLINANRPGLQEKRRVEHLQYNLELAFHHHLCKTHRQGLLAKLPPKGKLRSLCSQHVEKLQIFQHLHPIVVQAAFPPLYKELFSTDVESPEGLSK
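ROR gamma transcriptional activity was tracked as Gal4-UAS luciferase output in stably transfected Drosophila Schneider cells, with compound added 1 hr before 700 uM copper sulfate induction and a 20 hr ambient-temperature incubation.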
Rab9 promoter act – qHTS Assay for Rab9 Promoter Activators | Potency, µM (doses to about 9.22 µM), for the others: at the top dose activation, negative = inhibition, actives largely listed as activators | Huh7 Rab9 promoter-luciferase reporter, luminescence, 24 h | 320,000 compounds, 2.8% hits | AID 485297, 2010; note: potency is the fitted concentration of half-maximal effect; % of control where 0% means no effect; nearly all actives have a fitted effect of over 60% in size
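Luciferase signal after 10 min detection reagent at ambient indicates Rab9 promoter upregulation; stably transfected Huh7 cells were treated 24 h with compound in DMSO at 37 °C, 5% CO2.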
FLuc counter – qHTS profiling assay for firefly luciferase inhibitor/activator using purifed enzyme and Km concentrations of substrates (counterscreen for miR-21 project); 360,000 compounds, 6.9% hits; Luciferin 4-monooxygenase (Photinus pyralis), P08659; purified FLuc, Km substrates, luminescence inhibition; Potency, µM (series often up to 57.5 µM), for the others: top-dose activity change, negative = inhibition, actives largely listed as inhibitors; AID 588342, 2011;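 note: potency is the fitted concentration of half-maximal effect; plate controls were vehicle for no effect and reference inhibitor for full effect; nearly all actives have a fitted effect of over 55% in size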
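Biochemical qHTS of compounds, final roughly 60 µM downward over six points, against 10 nM purified firefly luciferase using Km concentrations of substrates (10 uM D-luciferin, 10 uM ATP) in Tris acetate pH 7.5 buffer; luminescence output.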
VP16 counter – VP16 counterscreen qHTS for inhibitors of ROR gamma transcriptional activity | Drosophila S2 Gal4-VP16 UAS-luciferase, luminescence, 20 h | Potency, µM (top dose mostly 53.6 µM), for the others: at the top dose activity, negative = inhibition, actives largely listed as inhibitors | AID 2546, 2010 | 310,000 compounds, 3.5% hits;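 note: Gal4-VP16 expression switched on by copper sulfate through the metallothionein promoter; potency is the fitted concentration of half-maximal effect; % is set by controls: 0 for no effect and ±100 for the full control effect; nearly all actives have a fitted effect of over 50% in size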
Giardia killer – Small Molecules that selectively kill Giardia lamblia: qHTS. Giardia lamblia trophozoite viability. activity change, % at 7.66 µM, hits read low. 340,000 compounds, 0.15% hits. AID 540267, 2011; in the data active = activity change below about -80%; inconclusive = between about -30% and that limit;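 note: parasites exposed to compound for two days anaerobically before the ATP read; % is set by controls: 0 for no effect and ±100 for the full control effect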
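Anaerobic 48 hrs incubation at 37 deg C of 100 trophozoites/well with test compounds; ATPLite 1-Step luminescence, 15-30 min RT, reports cellular ATP as viability.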
KCNH2 3.1 inh – qHTS for Inhibitors of KCHN2 3.1: Mutant qHTS; U2OS KCNH2 3.1, thallium flux FluxOr; hits give low values; activity change, % (tested at about 1.8 µM); 340,000 compounds, 0.95% hits;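 active = maximum activity change below -70%; inconclusive = maximum activity change from -70% to -50%; inactive = maximum activity change above -50%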;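 note: thallium influx rate constant from kinetic fluorescence after stimulation buffer; % is set by controls: 0 for no effect and ±100 for the full control effect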
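FluxOr-based Tl+ influx in U2OS cells transduced with KCNH2 3.1 virus; rate constants normalized to DMSO controls.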
Tb PFK block – qHTS Assay to Find Inhibitors of T. brucei phosphofructokinase | ATP-dependent 6-phosphofructokinase (Trypanosoma brucei brucei), O15648 | T. brucei PFK, ADP-Glo luminescence | Potency, µM (highest dose often 57.5 µM), for inactives: top-dose activity, negative = inhibition, actives largely listed as inhibitors | 330,000 compounds, 0.17% hits;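 note: potency is the fitted concentration of half-maximal effect; 0% = uninhibited 1x PFK enzyme wells and -100% = no-enzyme wells; nearly all actives have a fitted effect of over 60% in size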
Target sequence (O15648 whole entry, looked up): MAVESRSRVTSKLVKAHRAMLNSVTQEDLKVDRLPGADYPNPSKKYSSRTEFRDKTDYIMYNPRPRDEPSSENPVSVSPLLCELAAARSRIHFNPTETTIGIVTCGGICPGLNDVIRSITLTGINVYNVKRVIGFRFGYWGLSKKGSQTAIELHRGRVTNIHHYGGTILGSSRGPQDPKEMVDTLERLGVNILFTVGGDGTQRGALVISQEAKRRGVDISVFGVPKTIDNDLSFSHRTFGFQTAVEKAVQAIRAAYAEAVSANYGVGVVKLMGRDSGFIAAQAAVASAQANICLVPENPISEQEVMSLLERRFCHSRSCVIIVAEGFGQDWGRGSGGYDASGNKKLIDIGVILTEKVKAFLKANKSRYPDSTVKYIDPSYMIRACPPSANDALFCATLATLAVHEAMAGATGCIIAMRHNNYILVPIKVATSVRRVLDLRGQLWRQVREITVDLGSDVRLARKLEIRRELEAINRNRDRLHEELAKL
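Activity is normalized to no-enzyme wells (full inhibition) and 1.25 nM enzyme wells (no inhibition). Reaction: 0.5 mM F6P, 0.1 mM ATP, 45 min RT, ADP-Glo luminescence; concentration-response curves fitted and classed by quality.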
FBPA coupling cs – qHTS Assay for Inhibitors of Fructose-1,6-bisphosphate Aldolase from Giardia Lamblia: Coupling assay counterscreen; coupling enzyme system counterscreen, AmpLite Red fluorescence; activity change, negative = inhibition, % at 58.2 µM, hits read low; 290,000 compounds, 0.67% hits; AID 2472, 2010; in the data active = activity change below about -30%; note: % is set by controls: 0 for no effect and ±100 for the full control effect
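Counterscreen lacking aldolase: glyceraldehyde-3-phosphate coupling-enzyme reagent preincubated 10 min at RT with compound (at 57.5 uM final), then substrate/coupling system with AmpLite Red added; fluorescence read at 525/598 nm after 20 min RT.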
NPC1 promoter act – qHTS Assay for NPC1 Promoter Activators; Huh7 NPC1 promoter luciferase reporter, 24 h; Potency, µM (titrated, usually from 9.22 µM), without a hit: top-dose activation, hits mostly activators; 320,000 compounds, 2.4% hits; AID 485313, 2010;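 note: potency is the fitted concentration of half-maximal effect; % of control where 0% means no effect; nearly all actives have a fitted effect of over 60% in size; reporter is driven by a mutant NPC1 promoter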
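Huh7 cells stably carrying NPC1 promoter–luciferase, plated in Opti-MEM with 10% FBS for 2 h, were exposed to compound in DMSO for 24 h at 37 °C; luciferase reagent was added for 10 min and luminescence read.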
uPA generation – qHTS for Inhibitors of Cell Surface uPA Generation. cell surface uPA generation assay, qHTS. Potency, µM (series often up to 38.3 µM), for the others: top-dose activity change, negative = inhibition, actives largely listed as inhibitors. 330,000 compounds, 0.31% hits. AID 540303, 2011; active = well fitted inhibition curve with a large enough effect; inconclusive = small, poorly fitted or top-dose-only effect; inactive = no such curve, though single readings can be large or run the other way; tested in mouse RAW 264.7 cells; note: potency is the fitted concentration of half-maximal effect; % is set by controls: 0 for no effect and ±100 for the full control effect; nearly all actives have a fitted effect of over 55% in size
Numbers without * were called inactive; ? = inconclusive; nt = no result given; & = joins results of further samples; [ ] = remark or other dose. Unless noted, calls come from the whole dose curve; as a rule, active = well fitted curve in the direction sought with a large enough effect; inconclusive = small, poorly fitted or top-dose-only effect, or another doubt; inactive = no such curve, though single readings can be large; an effect the other way counts as inactive or inconclusive. An unsorted share of the library (roughly 14% active in at least one column).

smiles,ELG1 genotoxic,RORg inh,Rab9 promoter act,FLuc counter,VP16 counter,Giardia killer,KCNH2 3.1 inh,Tb PFK block,FBPA coupling cs,NPC1 promoter act,uPA generation
COc1ccc(-c2csc(NC(=O)COC(=O)C3=COCCO3)n2)cc1,15%,28%,4µM*,2%,?,-7,-1,3%,-1,3.5µM*,-6%
O=C(COc1ccc(Cl)cc1)N1CCN(c2ccc([N+](=O)[O-])c(N3CCOCC3)c2)CC1,-6%,?,-2%,-3%,2%,-16,-81*,4%,2,-2%,-7%
Cc1cccc(C)c1NC(=O)CN(C)C(=O)COc1cccc2c1OC(C)(C)C2,-2%,nt,-4%,3%,nt,-8,-2,6%,nt,-1%,0%
CCSc1nnc(C)n1-c1ccc(C(=O)O)cc1,-3%,8%,-3%,-2%,1%,-13,0,-2%,5,0%,10%
CCC(C(=O)N1CCOCC1)n1nc(C)n2c(cc3cc(C)ccc32)c1=O (stereo not given),5%,0%,4%,1%,-10%,?,-1,1%,2,-1%,-2%
O=C1c2ccccc2C(=O)N1CCc1csc(-c2cccc(F)c2)n1,11%,34%,-5%,-1%,-5%,-9,7,0%,-12,-4%,nt
CCN(CC(=O)NCc1cccs1)S(=O)(=O)c1cc(NC(C)=O)ccc1OC,-2%,nt,1%,0%,nt,11,-6,9%,nt,3%,-2%
COCc1ccccc1Cn1cnc2c1c(=O)n(C)c(=O)n2C,-5%,16%,-17%,2%,?,27,0,-1%,1,-3%,-11%
CCCNc1nc(C)cc(-c2cc(-c3ccccc3)on2)n1,3%,-25%,24%,?,-20%,-9,0,1%,0,?,-2%
CC(C)OC(=O)c1c(NC(=O)c2cnn3c2NC(c2ccccc2)CC3C(F)F)sc2c1CCCC2 (stereo not given),2%,-12%,1%,3%,0%,nt,nt,-3%,-1,1%,nt
COc1ccc(CCC(=O)Nc2ccc(S(=O)(=O)Nc3ncccn3)cc2)cc1,-1%,nt,-1%,2%,nt,1,9,-3%,nt,-1%,7%
c1csc(-c2ncc3ccccn23)c1,?,3%,22%,?,0%[0.365 µM],-3,9,-4%,0,21%,-2%
CCCNC(=O)CN(c1cccc(F)c1)S(C)(=O)=O,2%,31%,2%,3%,1%,-10,2,-5%,2,-2%,-4%
Cc1c(C(=O)NC2CC2)oc2ccc(S(=O)(=O)N3CCCCCC3)cc12,-10%,-13%,3%,1%,4%,13,3,0%,1,-1%,5%
CCC1(CC)NC(=O)N(CC(=O)NC(=O)NCc2ccccc2)C1=O,-2%,10%,0%,1%,5%,23,9,3%,0,1%,1%
COCCCNc1nc2nonc2nc1N1CCN(C2CCCC2)CC1,0%,-10%,-2%,-3%,-2%,9,6,6%,4,3%,-2%
CCCCOC(=O)C1CCC[C@@H](C)N1 (stereo not given in full),3%,-3%,4%,9%,-1%,3,9,3%,0,2%,4%
CCN(CC(=O)NCc1ccc(Cl)cc1)C(=O)/C=C/c1cc(OC)c(OC)c(OC)c1,0%,6%,0%,-3%,0%,7,-2,-2%,3,-4%,2%
OC1CCCN(C(=S)NCc2ccccc2)C1 (stereo not given),1%,-4%,8%,1%,-10%,17,0,-12%,9,3%,0%
CCCOc1cccc(C(=O)NCCNC(=O)c2ccc(C)nc2)c1,-1%,23%,-1%,-2%,-3%,-4,-10,-5%,1,-2%,2%
Cc1cc(C)n(C(=O)Cn2nc(C(F)F)cc2C)n1,3%,21%,-4%,0%,4%,-8,5,-7%,0,-4%,1%
COCCCn1c(SCC(=O)Nc2ccc3c(c2)OCCO3)nnc1-c1ccoc1C,16%,13%,-1%,-15%,16%,9,2,0%,2,16%,5%
Cn1c(=O)oc2cc(S(=O)(=O)CCC(=O)Nc3ccccc3)ccc21,1%,-17%,-1%,2%,-6%,-5,13,5%,nt,-4%,2%
CSc1ccccc1C(=O)NCCCOC(C)C,-1%,16%,-2%,4%,1%,-7,-4,1%,0,-5%,nt
CCn1c(SCC(=O)Nc2cc(C)c(Cl)cc2OC)nnc1-c1ccco1,0%,-1%,-3%,4%,9%,17,-9,0%,-6,1%,9%
O=C(NC1CCCCCC1)C1c2ccccc2C(=O)N1C1CC1 (stereo not given),2%,2%,0%,7%,-12%,-1,-6,0%,-3,1%,nt
O=C(c1cc(-c2ccccc2O)on1)N1CCCCCC1,23µM*,29%,?,11µM*,11%,-5,-4,1%,1,?,2%
COc1ccc(-c2cccc(NS(=O)(=O)c3ccc([N+](=O)[O-])cc3)c2)nn1,1%,nt,3%,2%,nt,11,-49,5%,nt,3%,2%
Cc1cccc(NC(=S)NCc2cccs2)c1C,2%,3.5µM*,1%,-3%,10µM*,-10,-45,1%,5,0%,1%
Cc1ccc(CNS(=O)(=O)c2ccc3c(c2)n(C)c(=O)n3C)cc1,-2%,?,-6%,0%,?,5,2,-1%,4,-11%,-2%
O=C1CSC(c2ccc([N+](=O)[O-])cc2)N1c1ccccc1F (stereo not given),-5%,37%,-7%[1.84 µM],2%,8%,-9,18,3%,3,1%,4%
O=C1CC(NCc2ccncc2)C(=O)N1c1ccc(Cl)cc1 (stereo not given),0%,24%,-4%,8%,0%,-12,1,2%,0,3%,nt
O=C(OCC(=O)c1ccc[nH]1)C1=COCCO1,4%,nt,1%,-13%,nt,29,1,-16%,nt,-2%,5%
COc1cc2[nH]c(=O)n3nc(-c4ccccc4)nc3c2cc1OC,-5%,?,-2%,-13%,-10%,6,-33,2%,1,-8%,6%
Nc1nnc(SCc2nnc(-c3ccccc3)o2)s1,3%,5%,10%,-7%,28%,-1,17,0%,2,4%,5%
O=C(CN1CCN(S(=O)(=O)c2ccc(Br)s2)CC1)N1CCCCC1,-2%,nt,-7%,nt,nt,-19,13,0%,nt,6%,0%
CCc1cc(=O)[nH]c(SCc2cccnc2)n1,0%,4%,4%,-3%,-8%,-5,17,1%,-2,-1%,-3%
O=C(Nc1ccn(Cc2cccc3ccccc23)n1)c1cccnc1,-4%,44%,-2%,1%,0%,4,nt,0%,1,4%,2%
COC(=O)c1ccc(NC(=O)CN(c2ccc(C)cc2)S(=O)(=O)c2c(C)nn(C)c2C)cc1,2%,-7%,6%,1%,4%,5,-1,3%,-1,-1%,-9%
CCOC(=O)Cc1csc(SCC(=O)Nc2cc(Cl)ccc2Oc2ccccc2)n1,-6%,?,1%,9%,?,18,-9,0%,0,-1%,-9%
CC(=O)N1CCCc2ccc(NS(=O)(=O)c3ccc(C)c(C)c3)cc21,8%,14%,-14%,0%&-12%,?,10,12,3%,0,-6%,-4%
CC(=O)Nc1ccc(NC(=O)C(C)Sc2nnc(-c3cccs3)o2)cc1 (stereo not given),4%,3%,-2%,0%,-4%,6,5,-1%,0,-4%,11%
O=C(N/N=C/c1ccncc1)c1cc2ccccc2cc1O,?,?,12%,7.6µM*,-12%,5,1,-21%,nt,0%,0%
Cc1ccc2c(c1)[nH]c1c(=O)n(CCN3CCCCC3)cnc12,2%,27%,10%,-9%,8%,7,6,-2%,-1,6%,0%
O=C(COC(=O)c1ccc(F)c(S(=O)(=O)N2CCOCC2)c1)Nc1ccc2c(c1)OCO2,-3%,nt,1%,4%,nt,-11,12,0%,nt,0%,-6%
C1CCN(C2CCN(c3nc4nonc4nc3N3CCSCC3)CC2)C1,1%,0%,3%,5%,6%,15,1,-4%,1,-4%,0%
CCN1C(=O)[C@H]2[C@@H](c3ccc(-c4ccc(F)cc4)cc3)N[C@@](Cc3ccccc3)(C(=O)OC)[C@H]2C1=O,-3%,nt,-9%,3%,nt,-1,-5,0%,nt,-13%,-23%
CC(=O)N/C(=C/c1ccc2c(c1)OCO2)C(=O)Nc1ccccc1,5%,41%,-3%,-3%,-11%,-11,-6,1%,1,-2%,0%
Cc1ccc2c(c1)N(C(C)C(=O)NCCc1ccccc1)C(=O)CO2 (stereo not given),?,37%,19%,1%,14%,-1,18,-9%,-1,9%,-2%
COc1ccc(NS(=O)(=O)c2ccc(Cl)c(C(=O)O)c2)cc1S(=O)(=O)N1CCCCC1,-3%,0%,3%,?,-11%,-13,13,-2%,-1,0%,4%
